NR2E3 ag-1 – agonists of human NR2E3 nuclear receptor. Q9Y5X4. AID 602229. inhibition of corepressor binding, % at 3.98 µM. 360,000 tested, 0.35% active. CHO-S Gal4-NCOR/VP16-NR2E3 two-hybrid, luciferase;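 active means inhibition above the mean of all tested compounds plus 3 SD, cut at about 70% in these data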;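 further: 0% = DMSO with NR2E3 transfected cells and 100% = cells lacking NR2E3 construct; higher means lower luciferase signal from less NR2E3 corepressor binding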
Target sequence (Q9Y5X4 whole entry, looked up, the tested form may be a part): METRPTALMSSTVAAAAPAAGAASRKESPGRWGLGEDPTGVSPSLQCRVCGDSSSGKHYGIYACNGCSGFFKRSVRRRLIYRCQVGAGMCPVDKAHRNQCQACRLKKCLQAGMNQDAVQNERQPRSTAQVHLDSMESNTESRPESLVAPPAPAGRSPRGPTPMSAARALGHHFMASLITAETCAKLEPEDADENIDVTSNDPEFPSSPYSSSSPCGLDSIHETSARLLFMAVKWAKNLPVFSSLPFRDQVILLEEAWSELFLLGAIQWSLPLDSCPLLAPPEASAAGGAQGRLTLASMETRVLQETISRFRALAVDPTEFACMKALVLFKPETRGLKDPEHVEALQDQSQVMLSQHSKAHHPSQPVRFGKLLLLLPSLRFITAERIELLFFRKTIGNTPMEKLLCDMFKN
Shn3 inh set2 – reduces Shn3 3'UTR luciferase signal in osteoblasts; Clone20 osteoblast Shn3 3'UTR firefly luciferase, 24 h; inhibition, % at 12.5 µM; 360,000 tested, 0.52% active; AID 588674;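 active means mean inhibition of at least 75% with every replicate also reaching 75%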;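 further: 0% = median of neutral control wells and 100% = pilot-screen positive control compound; some compounds past the cut are filed as inactive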
Peg3 prom inh – reduces Peg3 promoter-driven luciferase expression in HeLa; 360,000 tested, 1.7% active; inhibition, % at 20 µM; HeLa PEG-Prom luciferase reporter, luminescence, overnight;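 active means inhibition of at least 50% at 20 µM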
CF NFkB block – blocks PAF-induced NF-kB reporter in cystic fibrosis cells. 360,000 tested, 0.86% active. inhibition, % at 5 µM. AID 588850. KKLEB NF-kB-GFP reporter, GFP fluorescence overnight;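 active means at least 50% inhibition at 5 µM, scaled per plate between neutral and stimulator controls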;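 further: PAF is a Pseudomonas aeruginosa culture filtrate used as stimulus; plate controls were PAF-stimulated DMSO wells for no effect and unstimulated DMSO wells for full effect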
HIF-2a block – inhibitors of HIF-2a; 786-0 RCC cells HIF-2a reporter, luciferase luminescence, overnight; inhibition, % at 18.8 µM; 360,000 tested, 0.72% active; AID 624352;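 active means inhibition of the luminescence signal of 40% or more relative to plate controls, in a single-dose primary screen at 18.75 µM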
KKLEB cytotox – reduces viability of KKLEB cystic fibrosis airway cells. KKLEB CF airway cells viability, ATPlite luminescence, overnight; hits give low values; cells stimulated with P. aeruginosa culture filtrate. activity change (cytotoxicity), % at 5 µM. 360,000 tested, 0.36% active. AID 602141;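 active means corrected activity change at or below -50% at 5 µM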
TRAIL sens C8 – caspase-8 TRAIL sensitization; NB7+C8 cells + TRAIL, ATPlite viability luminescence; inhibition (viability loss, TRAIL sensitization), % at 10 µM; 360,000 tested, 1% active;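 active means compounds causing at least 50% loss of cell viability in the single-dose screen, relative to plate controls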
NR2E3 ag-2 – agonists of human nuclear receptor NR2E3. Q9Y5X4. GST-NR2E3/biotin-RetCOR TR-FRET, 1536-well. inhibition of corepressor binding, % at 4.78 µM. 320,000 tested, 0.12% active. AID 2300;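 active means percent inhibition above the cutoff of mean plus 3 SD of all tested compounds, set per screening campaign, cut at about 20% in these data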;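 further: 0% = DMSO wells and 100% = biotin wells as full block of FRET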
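Assay system: NR2E3–RetCOR corepressor complex. Quantity: 1.35 nM GST-NR2E3. Buffer or medium: pH 7.5 Tris-based buffer. Reagent: biotinylated RetCOR corepressor at 7 nM final. Schedule: 5 h at 4 °C. Detection: TR-FRET, emission read at 617 and 671 nm. Replicates: one well per compound, singlicate testing.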
TWEAK Fn14 block – inhibitors of TWEAK-Fn14 interaction signaling | TWEAK-stimulated Fn14 reporter cells, luciferase luminescence, 8 h | inhibition, % at 10 µM | 360,000 tested, 2% active | AID 1159606; in the data active means inhibition above about 50%
TROY NFkB inh – TROY signaling inhibition; Q293 LMP1-TROYcd NF-kB luciferase reporter, 4 h; inhibition, % at 10 µM; 360,000 tested, 0.98% active;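 active means compounds whose plate-normalised and pattern-corrected inhibition of the luciferase reporter signal at the single screening dose is 50% or more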
TRPM1 prom inh – MITF TRPM1 promoter inhibition in SK-MEL-5 cells. SK-MEL-5 TRPM1 promoter luciferase, 24 h. inhibition, % at 12.5 µM. 330,000 tested, 0.83% active. AID 488899;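 active means mean inhibition across replicates of 60% or more, whatever share of single replicates reaches that level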; further: values of inactives mirror those of a sister screen read the other way
The depositor's hits bear a star; x = not tested or not shown.

entry	SMILES	NR2E3 ag-1	Shn3 inh set2	Peg3 prom inh	CF NFkB block	HIF-2a block	KKLEB cytotox	TRAIL sens C8	NR2E3 ag-2	TWEAK Fn14 block	TROY NFkB inh	TRPM1 prom inh
1	NS(=O)(=O)c1ccc(NC(=S)NCc2ccc(Cl)cc2)cc1	-24	3	14	5	22	-5	-8	-2	-15	-29	-5
2	CCOCC(=O)Nc1nnc(C)s1	-10	-21	-3	-15	-1	-4	-3	-1	7	-3	5
3	O=C(CN1C(=O)NC2(CCCC2)C1=O)N1CCN(S(=O)(=O)c2ccc(Cl)c(C(F)(F)F)c2)CC1	-10	0	-5	-4	7	4	-8	-5	12	-12	0
4	Cc1ccc(NC(=O)CN2CCN(Cc3ccccc3)CC2)c(Br)c1	11	-3	5	8	-9	-4	6	2	-1	-2	0
5	COc1ccccc1NC(=O)C(=O)N/N=C(\C)CC(=O)Nc1ccccc1C(F)(F)F	-17	-10	-23	9	-15	-2	0	1	2	-12	-15
6	CCc1cccc(NC(=O)C2CCCN(c3cnccn3)C2)c1 (stereo not given)	4	5	15	12	-7	-3	1	-2	-3	2	-6
7	O=C1CC(SCCc2nc3ccccc3[nH]2)C(=O)N1c1ccc(F)cc1 (stereo not given)	-15	-9	-6	0	-5	-1	7	4	1	-14	-8
8	COC(=O)c1cc(NC(=O)COC(=O)CCc2nc3ccccc3c(=O)[nH]2)cc(C(=O)OC)c1	11	15	3	-12	15	-1	-9	x	-25	0	8
9	Cc1cc2nc(-c3ccccc3)c(Cc3ccccc3)n2c(C)c1Br	-31	7	-22	9	-43	-8	9	x	1	-16	x
10	COc1ccc(NC(=O)CC23CC4CC(C2)CC(n2nnc(C)n2)(C4)C3)cc1	-16	-1	10	-23	15	-2	1	1	0	-4	-3
11	Cc1ccc(NC(=O)CSc2nc3ccccc3c(=O)n2CCCC(=O)NCCCN2CCOCC2)cc1C	6	11	4	-11	3	-8	-7	-6	-3	-3	-11
12	CN1CCNC(=O)C1CC(=O)NCCC1=CCCCC1 (stereo not given)	-5	-3	-5	1	9	2	-12	2	-2	-10	-9
13	CN(C)c1ncnc2c1ncn2[C@H]1CN(Cc2ccncc2)C[C@@H](CO)O1	-46	0	21	4	7	-4	2	x	8	-7	x
14	O=C(O)C(=Cc1ccnc2ccccc12)C(=O)O	-24	-5	11	-3	9	8	11	x	8	2	x
15	O=C(N/N=C/c1ccccc1C(F)(F)F)c1ccc(O)cc1	-52	-95	-197	2	-215	-25	21	-1	-7	-51	-86
16	COc1ccc(-n2nc3c(c2NC(=O)CBr)CSC3)cc1	18	3	-6	-11	4	8	-6	1	-7	-1	6
17	Cc1ccc(CC(=O)N2CCC(c3nc4c(nnn4Cc4ccccc4)c(=O)[nH]3)CC2)cc1	-32	16	0	-10	12	-3	-2	6	-34	7	-5
18	c1ccc2c(c1)nc(N1CCCCC1)c1ccccc12	-16	1	11	18	8	-2	-7	0	-5	-22	8
19	O=C(CSc1nnc2ccc(-c3cccnc3)nn12)Nc1cccc(F)c1	-7	11	3	4	15	-12	9	x	-7	16	-4
20	Cn1c(=O)c2c(SC3CCCC3)nc(C3CC3)nc2n(C)c1=O	-7	18	7	32	8	11	-1	4	5	19	x

Quoted at random: two entries already listed, in no set order.
entry	SMILES	NR2E3 ag-1	Shn3 inh set2	Peg3 prom inh	CF NFkB block	HIF-2a block	KKLEB cytotox	TRAIL sens C8	NR2E3 ag-2	TWEAK Fn14 block	TROY NFkB inh	TRPM1 prom inh
17	Cc1ccc(CC(=O)N2CCC(c3nc4c(nnn4Cc4ccccc4)c(=O)[nH]3)CC2)cc1	-32	16	0	-10	12	-3	-2	6	-34	7	-5
14	O=C(O)C(=Cc1ccnc2ccccc12)C(=O)O	-24	-5	11	-3	9	8	11	x	8	2	x

Continued.
Below each compound – NR2E3 ag-1, Shn3 inh set2, Peg3 prom inh, CF NFkB block, HIF-2a block, KKLEB cytotox, TRAIL sens C8, NR2E3 ag-2, TWEAK Fn14 block, TROY NFkB inh, TRPM1 prom inh
21	O=[N+]([O-])c1cccc(C=NNc2ccccc2)c1
  1, -57, -280, -24, -261, -8, 11, x, -28, -53, -61
22	CCN1C(=O)/C(=C/c2cccs2)S/C1=N\S(=O)(=O)c1ccc(C)cc1
  -40, 19, 17, 32, 18, -28, 1, -1, 10, -9, -3
23	Cc1ccc(-n2ncc(Cl)c2C(=O)NC2CC2)cc1
  -140, -71, -248, -8, -270, -2, 3, -3, -12, -47, -15
24	Cc1ccccc1Nc1nc(N)nc(COC(=O)c2c(C)noc2C)n1
  -13, 59, 10, 23, 0, 5, -6, x, -20, 15, -1

11 compounds from above, sorted by formula weight, descending:
Below each compound – NR2E3 ag-1, Shn3 inh set2, Peg3 prom inh, CF NFkB block, HIF-2a block, KKLEB cytotox, TRAIL sens C8, NR2E3 ag-2, TWEAK Fn14 block, TROY NFkB inh, TRPM1 prom inh
11	Cc1ccc(NC(=O)CSc2nc3ccccc3c(=O)n2CCCC(=O)NCCCN2CCOCC2)cc1C
  6, 11, 4, -11, 3, -8, -7, -6, -3, -3, -11
17	Cc1ccc(CC(=O)N2CCC(c3nc4c(nnn4Cc4ccccc4)c(=O)[nH]3)CC2)cc1
  -32, 16, 0, -10, 12, -3, -2, 6, -34, 7, -5
22	CCN1C(=O)/C(=C/c2cccs2)S/C1=N\S(=O)(=O)c1ccc(C)cc1
  -40, 19, 17, 32, 18, -28, 1, -1, 10, -9, -3
19	O=C(CSc1nnc2ccc(-c3cccnc3)nn12)Nc1cccc(F)c1
  -7, 11, 3, 4, 15, -12, 9, x, -7, 16, -4
13	CN(C)c1ncnc2c1ncn2[C@H]1CN(Cc2ccncc2)C[C@@H](CO)O1
  -46, 0, 21, 4, 7, -4, 2, x, 8, -7, x
16	COc1ccc(-n2nc3c(c2NC(=O)CBr)CSC3)cc1
  18, 3, -6, -11, 4, 8, -6, 1, -7, -1, 6
24	Cc1ccccc1Nc1nc(N)nc(COC(=O)c2c(C)noc2C)n1
  -13, 59, 10, 23, 0, 5, -6, x, -20, 15, -1
15	O=C(N/N=C/c1ccccc1C(F)(F)F)c1ccc(O)cc1
  -52, -95, -197, 2, -215, -25, 21, -1, -7, -51, -86
12	CN1CCNC(=O)C1CC(=O)NCCC1=CCCCC1 (stereo not given)
  -5, -3, -5, 1, 9, 2, -12, 2, -2, -10, -9
14	O=C(O)C(=Cc1ccnc2ccccc12)C(=O)O
  -24, -5, 11, -3, 9, 8, 11, x, 8, 2, x
21	O=[N+]([O-])c1cccc(C=NNc2ccccc2)c1
  1, -57, -280, -24, -261, -8, 11, x, -28, -53, -61

Bioassay records (PubChem)

This is a subset; rates above refer to the full screens.
